zVAD death inh: L929 zVAD cell death inhibition; L929 zVAD necroptosis rescue, ATP luminescence, 24 h; with zVAD 60 µM; 220,000 tested, 0.38% active; AID 1377; viability rescue, % at 10 µM;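 active = activation, scaled between plate controls, above about 75%, limit read from the data; inactive = activation under that limit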;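 note: 0% = zVAD with DMSO and 100% = DMSO alone without zVAD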
Hck-Nef inh: blocks Nef-activated human Hck kinase; P08631; Recombinant Hck-YEEI plus Nef, Z-Lyte FRET kinase assay; inhibition, % at 20 µM; 220,000 tested, 0.68% active; AID 463187;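 active = Hck-Nef kinase inhibition above about 50%, limit read from the data; inactive = inhibition below that limit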;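 note: 0% = DMSO with Hck plus Nef and 100% = Hck alone without Nef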
Target sequence (P08631 whole entry, looked up): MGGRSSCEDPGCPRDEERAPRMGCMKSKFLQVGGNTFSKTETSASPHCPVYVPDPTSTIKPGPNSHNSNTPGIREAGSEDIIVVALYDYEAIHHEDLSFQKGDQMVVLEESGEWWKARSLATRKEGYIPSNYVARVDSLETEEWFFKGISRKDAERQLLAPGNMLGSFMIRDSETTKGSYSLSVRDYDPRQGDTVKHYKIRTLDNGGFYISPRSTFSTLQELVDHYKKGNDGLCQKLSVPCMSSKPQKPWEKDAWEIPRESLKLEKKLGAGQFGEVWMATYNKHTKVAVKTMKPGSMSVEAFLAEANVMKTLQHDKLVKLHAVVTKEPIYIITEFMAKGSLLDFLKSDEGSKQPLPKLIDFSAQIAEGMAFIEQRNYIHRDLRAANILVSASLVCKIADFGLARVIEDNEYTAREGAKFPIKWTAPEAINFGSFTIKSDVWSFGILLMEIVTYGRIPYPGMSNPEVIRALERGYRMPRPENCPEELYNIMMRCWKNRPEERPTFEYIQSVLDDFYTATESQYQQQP
Thrombin inh: thrombin (human) inhibition; alpha-thrombin, Boc-VPR-AMC fluorogenic substrate cleavage; inhibition, % at 5 µM; 220,000 tested, 0.26% active; P00734; AID 1046;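 active = inhibition at or above 40%; inactive = inhibition below 40%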;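 note: 0% = enzyme with no compound and 100% = wells without enzyme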
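Material: human alpha-thrombin protein. Incubation: reaction at ambient temperature. Technique: fluorescence of released AMC, ex 355 nm, em 460 nm. Control set: no-compound enzyme wells and no-enzyme blanks. Also added: Boc-VPR-AMC substrate, 15 µM final. Buffer or medium: pH 7.5 Tris (50 mM) with NaCl 150 mM, Tween 20 0.05%.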
KCC2 mod: modulators of human KCC2 chloride dependent transport | Q9H2X9 | KCC2 cells, thallium flux FluoZin-2 fluorescence | B-score of Tl+ flux slope (higher = more flux/activation; lower = inhibition) at 10 µM | 190,000 tested, 2.2% active | AID 1456;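 active = thallium flux slope and its plate-corrected score both differing from the plate sample mean at a set confidence after two filtering rounds, in either direction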;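 note: slope of fluorescence scaled to starting intensity during 10 to 20 s after thallium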
Rad51 HR inh: Rad51 (human) homologous recombination inhibition; Q06609; hRad51 DNA strand exchange, fluorescence dequenching; inhibition, % at 10 µM; 200,000 tested, 0.085% active; AID 1385;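 active = inhibition above 40% at the single screening dose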;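 note: 0% = DMSO control wells and 100% = blanks with heterologous ssDNA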
Target sequence (Q06609 whole entry, looked up): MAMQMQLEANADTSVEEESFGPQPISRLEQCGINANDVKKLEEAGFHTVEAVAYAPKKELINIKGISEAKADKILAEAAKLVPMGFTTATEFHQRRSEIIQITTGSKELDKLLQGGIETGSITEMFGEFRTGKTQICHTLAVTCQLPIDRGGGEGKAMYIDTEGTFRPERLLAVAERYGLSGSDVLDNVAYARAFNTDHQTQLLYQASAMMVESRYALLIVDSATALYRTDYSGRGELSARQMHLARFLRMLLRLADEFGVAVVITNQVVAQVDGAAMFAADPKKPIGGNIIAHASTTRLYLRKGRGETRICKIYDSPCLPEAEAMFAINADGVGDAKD
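Test system: preformed human Rad51 ssDNA filaments. Compound dosing: single dose, 10 µM final compound. Incubation: filaments 15 min 37 °C, then compound 30 min. Technique: FRET fluorescence dequenching, excitation 485 nm, emission 520 nm. Read-out basis: percent inhibition from fluorescence, normalised to plate control and blank means. Benchmarks: plate controls and plate blanks.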
FXIIa inh: factor XIIa (human) inhibition | purified FXIIa, Boc-QGR-AMC fluorogenic substrate, 2 h | inhibition, % at 5 µM | 220,000 tested, 0.3% active; in the data active = inhibition above about 40%;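 note: 0% = enzyme with no compound and 100% = blank without enzyme; many of its hits are not listed in these tables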
TNF death inh: blocks TNF-alpha induced death of Jurkat FADD-/- cells; Jurkat FADD-/- TNF necroptosis rescue, ATP luminescence, 24 h; 0 = TNF only, 100 = no-TNF cells; activation (protection from cell death), % at 10 µM; 220,000 tested, 0.068% active; AID 463075;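 active = activation, meaning protection from cell death, of at least 50% relative to plate controls; inactive = activation below 50%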;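 note: necroptosis triggered by 40 ng/mL TNF-alpha added together with compound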
KLK5 inh: blocks human kallikrein 5 protease activity; Q9Y337; recombinant hK5, fluorogenic AMC substrate cleavage; inhibition, % at 5 µM; 210,000 tested, 0.59% active;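 active = inhibition of 40% or more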;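 note: 0% = enzyme controls without compound and 100% = no-enzyme blanks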
Target sequence (Q9Y337 67-293 limits assumed): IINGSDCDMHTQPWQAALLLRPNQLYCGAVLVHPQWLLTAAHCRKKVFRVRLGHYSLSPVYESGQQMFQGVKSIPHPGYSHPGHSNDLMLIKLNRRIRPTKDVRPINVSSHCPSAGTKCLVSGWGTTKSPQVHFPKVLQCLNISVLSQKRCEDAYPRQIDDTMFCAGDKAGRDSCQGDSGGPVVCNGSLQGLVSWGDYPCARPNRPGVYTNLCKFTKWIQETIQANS
FXIa inh: inhibitors of human coagulation factor XIa; purified FXIa, Boc-Glu-Ala-Arg-AMC fluorogenic substrate; 220,000 tested, 0.14% active; P03951; inhibition, % at 5 µM;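 active = inhibition of at least 40%; inactive = inhibition below 40%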;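 note: fluorescence of freed AMC excited at 355 nm; 0% = enzyme without compound and 100% = no enzyme blank; many of its hits are not listed in these tables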
An asterisk follows results filed as active; nt = no result given.

No.	canonical_smiles	zVAD death inh	Hck-Nef inh	Thrombin inh	KCC2 mod	Rad51 HR inh	FXIIa inh	TNF death inh	KLK5 inh	FXIa inh
1	CCOc1ccc(OCC)c(NC(=O)CN2CCN(c3cccc(C)c3)CC2)c1	-0.1	-18	-5	-0.37	nt	8	0.9	15	0
2	CCC(=O)Nc1ccc(C(=O)NNC(=O)c2cc(OC)c(OC)c(OC)c2)cc1	-1.3	14	-2	1.3	-5	12	-0.2	9	3
3	Cc1cc(C)n(C(=O)COc2ccc(Cl)cc2Cl)n1	-0.2	5	6	1.2	-2	8	-1.0	-4	3
4	Cc1ccc(Cc2cnc(N)s2)o1	-0.4	-1	-2	-0.056	6	16	-0.9	-21	-1
5	COC(=O)c1sccc1NC(=O)CC1C(=O)NCCN1C(=O)Nc1ccc(F)cc1F (stereo not drawn)	0.4	17	-2	-0.52	2	1	4.0	-1	-1
6	CCNc1nc(NCC)nc(C(=O)NN)n1	-0.3	14	-1	0.0058	3	15	-1.4	-13	5
7	O=C(O)c1c(NC(=O)c2cccc3ccccc23)sc2c1CCC2	-1.0	-6	4	0.43	3	12	-0.9	0	4
8	CC1(C)NC(=O)N(CC(O)COc2ccc(-c3ccc(C#N)cc3)cc2)C1=O (stereo not drawn)	0.8	-1	2	nt	1	11	-0.3	-10	2
9	C[C@]1(C(=O)O)C=C[C@@H](Cc2ccccc2)N1C(=O)c1ccccc1	4.1	-6	-3	2.1	-1	7	1.2	-11	0
10	O=C(Nc1cccc2nsnc12)c1ccc(-c2cccc(Cl)c2)o1	0.4	0	2	nt	-16	14	-1.8	-19	1
11	O=C(O)Cn1cc(C(=S)N2CCOCC2)c2ccccc21	-0.1	-1	-2	nt	0	5	-0.1	10	-29
12	O=C(/C=C/c1ccco1)Nc1ccccc1N1CCCC1	1.8	29	-3	0.62	13	6	1.0	-4	8
13	COc1ccc(-n2sc3c(c2=S)-c2cc(OC)ccc2NC3(C)C)cc1	2.6	2	1	nt	-3	-5	3.5	-24	-5
14	Cc1nc2ncnn2c(C)c1Cc1ccc(Cl)cc1	0.4	-1	0	-0.18	10	6	0.5	-5	-5
15	Cc1ccc(S(=O)(=O)N2CCOC2CNC(=O)C(=O)NCCc2ccccc2)cc1 (stereo not drawn)	-0.2	29	-11	-1.9	nt	-3	2.5	-3	-2

Exported in transposed form: part of the list above
(1) CCOc1ccc(OCC)c(NC(=O)CN2CCN(c3cccc(C)c3)CC2)c1
(2) CCC(=O)Nc1ccc(C(=O)NNC(=O)c2cc(OC)c(OC)c(OC)c2)cc1

assay / compound	1	2
zVAD death inh	-0.1	-1.3
Hck-Nef inh	-18	14
Thrombin inh	-5	-2
KCC2 mod	-0.37	1.3
Rad51 HR inh	nt	-5
FXIIa inh	8	12
TNF death inh	0.9	-0.2
KLK5 inh	15	9
FXIa inh	0	3

Following part:
No.	canonical_smiles	zVAD death inh	Hck-Nef inh	Thrombin inh	KCC2 mod	Rad51 HR inh	FXIIa inh	TNF death inh	KLK5 inh	FXIa inh
16	COc1cc(/C=N/NC(=O)c2cc(-c3cccn3C)n[nH]2)cc(OC)c1OC	63	1	-7	nt	5	6	-4.1	3	-7
17	O=C1CC(c2ccco2)CC(O)=C1C=Nc1cc(Cl)ccc1Cl (stereo not drawn)	0.7	10	-13	0.21	8	7	1.7	-20	2
18	C=CCc1cc(Cl)ccc1OCCNCCCOC	0.6	5	1	-0.0041	nt	15	6.0	-5	8
19	Cc1ccc(Cn2cc(S(=O)(=O)c3ccc(C(C)C)cc3)c(=O)c3cc4c(cc32)OCO4)cc1	2.0	4	-4	-0.017	5	6	0.3	-4	4
20	O=C(Nc1cccc(O)c1)C1CCCN1C(=O)OCc1ccccc1 (stereo not drawn)	0.8	2	2	-0.51	-5	27	0.3	11	9
21	O=C(O)CCCNC(=O)Nc1ccccc1	3.6	0	-3	-0.29	5	5	0.5	-8	-2
22	CSc1nc(-c2ccc(C)cc2)nc(N)c1C#N	0.4	18	2	0.061	9	10	-3.2	5	9
23	COc1ccc(-n2c(C)cc(C(=O)COC(=O)Cc3n[nH]c(=O)c4ccccc34)c2C)cc1	4.3	9	-2	-0.88	nt	13	-13	-8	9
24	COc1ccc(S(=O)(=O)Cc2ccc(C(=O)N3CCOCC3)o2)cc1	0.5	-9	-10	0.057	10	5	1.0	-6	-2
25	Cc1ccc(NC(=O)CSc2nc(C)c(Cc3ccccc3)c(=O)[nH]2)cc1	2.4	18	-24	-1.8	3	3	1.9	-4	-10
26	COC(=O)NC1CCS(=O)(=O)C1 (stereo not drawn)	-0.5	0	-3	0.16	-1	12	-1.8	5	4
27	O=C(Cn1nnc(-c2ccccc2)n1)N/N=C/c1cccc([N+](=O)[O-])c1	0.2	3	-15	0.42	-3	10	-0.7	-10	2
28	Cc1cc(N2CCN(S(=O)(=O)c3ccc(Br)cc3)CC2)n2ncnc2n1	-1.5	15	9	-0.61	nt	17	-0.1	1	2
29	CCCOc1cccc(OCC(=O)Nc2nc3ccccc3[nH]2)c1	1.4	6	-2	0.52	-35	9	3.4	-11	19
30	CCc1cccc(NC(=O)C2CCCN2S(=O)(=O)c2ccc3c(c2)n(C)c(=O)c(=O)n3C)c1 (stereo not drawn)	0.9	1	-6	-0.13	nt	2	2.0	1	1
31	O=c1ccccn1Cc1c(Cl)cccc1Cl	0.0	0	-1	0.0036	nt	1	-2.0	-4	-4
32	Cc1cc(C)cc(NC(=S)N(Cc2cccc(Br)c2)CC2CCC(C(=O)O)CC2)c1 (stereo not drawn)	0.3	23	-8	-0.18	-27	13	0.1	-6	3
33	COc1ccc(OC)c(NC(=O)C2C3C=CC(C3)C2C(=O)NCc2cccnc2)c1 (stereo not drawn)	0.6	19	-8	-0.04	1	3	1.3	-3	0
34	Cc1ccc(Cn2nnc3c(=O)n(CC(=O)N4CCN(c5ccccc5)CC4)cnc32)cc1	-0.1	14	9	-3.2*	-5	0	-2.0	-25	-6
35	COc1ccc(CCNC(=O)C(=O)NCC2CCCO2)cc1OC (stereo not drawn)	-0.6	10	29	-0.12	2	15	-0.6	51*	3
36	CCC1Oc2ccc(C)cc2N(CC(=O)NCCN2CCCCCC2)C1=O (stereo not drawn)	-0.2	0	-6	0.22	0	29	0.2	1	16
37	CNC(=S)NNC(=O)c1cccn(Cc2cccc(Cl)c2)c1=O	0.8	1	1	-0.21	0	3	-3.3	-28	0
38	CC(C)Cn1c(N)c(C(=O)COC(=O)CC23CC4CC(CC(C4)C2)C3)c(=O)n(C)c1=O	-2.0	0	-2	-0.61	-3	1	-17	7	-16
39	COc1ccc(OC(=O)c2ccc(Cl)cc2)c(C(C)=O)c1	-0.8	0	-5	-1.4	nt	2	1.3	nt	-3
40	OCCNCC(O)Cn1c2ccccc2c2ccccc21 (stereo not drawn)	4.4	24	-14	1.4	-23	-1	4.6	-1	-6
41	CCOc1ccc(Cl)cc1/C=N/NC(=O)c1ccccc1	0.5	14	-2	-0.86	9	7	1.8	-16	5
42	O=C(Cc1ccc(Br)cc1)N1CCN(c2ccccc2O)CC1	1.2	-1	-4	0.084	-11	-2	0.4	-6	2
43	O=C(O)c1cc(Br)ccn1	1.5	7	2	0.36	-2	2	-0.2	-11	-2
44	C/C(Cc1ccccc1)=N/NC(=O)CNC(=O)C(c1ccccc1)c1ccccc1	2.9	11	-2	0.21	-15	2	1.4	0	1
45	Cc1ccccc1OCC(=O)Nc1ccc2c(c1)n(C)c(=O)n2C	53	19	-4	-0.0085	-10	7	-3.2	3	-1
46	O=S1(=O)c2cccc3cccc(c23)N1Cc1nnc(-c2ccccc2Br)o1	-0.4	2	-1	-0.37	-9	4	-0.8	-17	15
47	O=C(NCC1CCCO1)C(c1cccnc1)N(C(=O)Cc1cccs1)c1ccccc1 (stereo not drawn)	0.0	-2	2	-0.37	-3	7	-9.6	41*	-3
48	CCOc1ccccc1N1C(=O)c2cccnc2C1=O	0.5	1	5	0.66	1	6	1.3	-12	-4
49	Cc1cccc(C(CC(=O)NCc2ccco2)c2ccccc2)c1O (stereo not drawn)	0.1	12	0	0.058	21	7	0.1	-7	-5
50	N#C/C(=C\c1ccccc1)c1nc2ncccc2[nH]1	0.0	12	-2	-1	0	0	0.2	-10	-5
51	COc1cc(/C=C2/C(=O)NN(c3cccc(C)c3)C2=O)ccc1OC(=O)c1ccco1	-0.8	2	6	0.61	-2	12	0.2	60*	19
52	O=C(NNc1cccc(Cl)n1)c1ccccc1CC[N+](=O)[O-]	8.0	26	4	-0.62	0	2	-2.2	0	2
53	O=C(Nc1nc(-c2ccccn2)cs1)c1ccc(Cl)s1	52	-1	-3	37*	-10	13	-18	-84	4
54	COc1ccc(N=C(NN)c2ccc3ccccc3n2)cc1	-0.2	8	0	0.46	-20	10	1.5	-10	10
55	C(=N\N1CCN(c2ccccn2)CC1)/C1=C(N2CCOCC2)C(=C/c2ccccc2)/CC1	6.8	9	2	-0.86	5	nt	1.9	4	2
56	CN(Cc1nc2ccc(F)cc2[nH]1)Cc1nc(CC2CC2)no1	25	15	-9	0.0068	-7	3	-0.2	0	-3
57	CCCCNC(=O)COC(=O)c1ccc(C)c(NC(=O)c2ccco2)c1	1.1	23	-7	0.52	-1	3	1.3	1	2
58	CCCN(CC(=O)Nc1ccccc1C)C(=O)/C=C/c1cccs1	0.6	1	-2	-0.9	nt	9	2.2	-25	6
59	CCOC(=O)C1(CC2CC2)CCN(Cc2cnc(-c3ccc(OC)cc3)nc2)CC1	-0.3	-3	-5	-0.068	-5	3	-1.1	nt	-3
60	Brc1cccc(-c2nc(-c3ccncc3)no2)c1	0.7	5	2	-0.34	9	10	-3.5	-2	0
61	Cn1nc(C(C)(C)C)cc1C(=O)NCc1ccc(N2CCCC2=O)cc1	0.8	0	0	0.99	-6	9	-12	4	5
62	CC(=O)C1=C(O)C(=O)N(CCc2c[nH]c3ccccc23)C1c1cccc(O)c1 (stereo not drawn)	0.6	4	3	-1.2	0	15	0.9	-15	6
63	COC(=O)C(Cc1ccccc1)NC(=O)c1ccc(C)cc1 (stereo not drawn)	1.2	-26	2	-0.75	19	11	-0.7	-5	0
64	COc1c(S(=O)(=O)NCCN2CCOCC2)ccc(Cl)c1Cl	0.4	-2	-5	nt	-64	12	1.6	-18	2
65	CC(C)CC1CC(=O)OC1(C)C(=O)CSc1nc2ccccc2s1 (stereo not drawn)	0.2	0	3	-0.17	9	12	0.1	-7	3
66	COc1ccc(OCC(=O)N2CCc3c([nH]c4ccccc34)C2c2ccccn2)cc1 (stereo not drawn)	-0.5	-9	-4	-0.47	10	10	-2.0	nt	4
67	CN(C)S(=O)(=O)c1cccc(NC(=O)COC(=O)/C=C/c2ccc([N+](=O)[O-])cc2)c1	1.3	13	-6	-0.84	-6	6	1.8	-3	-9
68	N#Cc1cccc(-c2nnc(SCc3ccccc3C#N)o2)c1	-1.1	0	-8	0.83	1	9	1.6	-6	-4
69	Cc1ccc(NC(=O)c2ccccc2N(C)S(C)(=O)=O)cc1C	0.8	-1	4	nt	-1	18	0.7	-7	-1
70	Cc1ccc(-n2nnnc2/C=C\Nc2cc(C)on2)cc1	0.2	3	-4	-0.13	11	5	-0.5	-15	3
71	NC(=O)Cn1nc2sc3ccccc3n2c(=O)c1=O	0.6	11	-3	0.76	6	11	1.7	-1	-2

Source: PubChem BioAssay (several laboratories)

A portion of the library, so the mix of outcomes need not match the whole.
